# Fh CTSL1 inh: counter-screen for PFM18AAP inhibitors: inhibitors of F. hepatica cathepsin L1; inhibition, % at 5.96 µM; recombinant F. hepatica cathepsin L1, Z-Leu-Arg-MCA fluorescence; actives 0.49% (n = 300,000); AID 1906;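 active = inhibition above the mean of all tested compounds plus 3 SD, set per screening campaign, cut at about 17% in these data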;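 note: 0% = plate median of test compound wells and 100% = 1 µM Z-Phe-Ala-diazomethylketone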
# core dimer inh: blocks dimerization of HCV core protein | inhibition, % at 5 µM | TR-FRET GST/Flag-core106 dimerization, 1536-well | AID 1899 | actives 0.33% (n = 300,000);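 active = inhibition above the mean of all tested compounds plus 3 SD, set per screening campaign, cut at about 45% in these data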
#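 Assay system: tagged HCV core106 pair (GST and Flag); medium: KF-containing HEPES buffer, pH 7.45, DTT, CHAPS, BSA; also added: Eu donor and XL665 acceptor anti-tag antibodies; dosing: 5 µM single dose; timing: compound-protein-antibody incubation 4 h at 22.5 °C; signal: TR-FRET 671 and 617 nm emission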
# PREPL inhibitor: human PREPL enzyme inhibition. actives 0.68% (n = 320,000). recombinant PREPL, fluorescence polarization activity-based probe. inhibition, % at 5.96 µM. Q4J6C6; in the data active = inhibition above about 43%;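 note: 0% = enzyme with DMSO and 100% = wells lacking enzyme; many of its hits are not listed in these tables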
# PP5 primary: inhibitors of human protein phosphatase 5 (PP5); P53041; purified PP5c, OMFP substrate fluorescence; inhibition, % at 6.7 µM; actives 0.18% (n = 320,000); AID 1987;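 active = inhibition above the campaign's mean inhibition across all tested compounds plus 3 SD, cut at about 9.5% in these data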;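 note: 0% = DMSO only and 100% = 100 µM cantharidin control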
# Target sequence (P53041 whole entry, looked up): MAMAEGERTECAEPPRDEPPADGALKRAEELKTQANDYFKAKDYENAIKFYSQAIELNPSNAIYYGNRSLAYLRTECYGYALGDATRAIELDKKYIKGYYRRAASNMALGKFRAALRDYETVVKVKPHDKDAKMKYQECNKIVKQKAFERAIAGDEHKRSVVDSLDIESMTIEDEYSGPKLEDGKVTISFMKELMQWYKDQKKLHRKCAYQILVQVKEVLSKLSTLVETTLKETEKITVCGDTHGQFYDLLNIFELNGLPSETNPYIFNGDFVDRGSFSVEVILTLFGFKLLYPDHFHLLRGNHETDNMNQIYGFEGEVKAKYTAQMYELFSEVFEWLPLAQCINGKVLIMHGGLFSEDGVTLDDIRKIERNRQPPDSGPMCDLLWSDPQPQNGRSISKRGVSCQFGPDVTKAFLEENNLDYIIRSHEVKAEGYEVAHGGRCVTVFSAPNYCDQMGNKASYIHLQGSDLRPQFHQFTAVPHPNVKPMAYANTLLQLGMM
# PP1 inh: PP1-alpha (human) inhibition in PP5 counter-screen. actives 0.9% (n = 320,000). P62136. inhibition, % at 6.7 µM. purified PP1alpha, OMFP fluorescence;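 active = inhibition above the mean inhibition of all tested compounds plus 3 SD, computed separately for each screening campaign, cut at about 15% in these data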
# Target sequence (P62136 whole entry, looked up): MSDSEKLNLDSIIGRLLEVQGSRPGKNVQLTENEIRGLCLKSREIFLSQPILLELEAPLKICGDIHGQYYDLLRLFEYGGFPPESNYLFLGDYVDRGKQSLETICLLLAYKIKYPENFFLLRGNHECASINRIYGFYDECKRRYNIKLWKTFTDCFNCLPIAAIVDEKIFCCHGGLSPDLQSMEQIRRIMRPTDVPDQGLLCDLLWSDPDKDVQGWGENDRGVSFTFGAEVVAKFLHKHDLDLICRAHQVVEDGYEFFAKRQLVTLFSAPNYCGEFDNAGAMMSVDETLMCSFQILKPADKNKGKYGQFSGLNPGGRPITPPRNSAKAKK
# Efflux pump mplx: antifungal efflux pump inhibition, Nile Red retention; S. cerevisiae Candida pump triplex; inhibition, % at 10 µM; actives 0.44% (n = 330,000); AID 485275;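 active = plate passing quality check with inhibition over a set limit, or well fluorescence over plate mean plus 4 SD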;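 note: Nile Red retained in pooled yeast measured as flow cytometry median fluorescence; 0% = buffer negative control and 100% = Enniatin B positive control; higher means more Nile Red kept so more efflux inhibition; some compounds called inactive have numbers as strong as hits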
# EBNA-1 inhibitor: blocks EBNA-1 binding to DNA; EBNA-1 DNA binding, fluorescence polarization; inhibition, % at 14.8 µM; actives 0.34% (n = 300,000); AID 1950; in the data active = inhibition above about 28%
# ZTA counter: counter-screen for EBNA-1 inhibitors: inhibitors of Epstein-Barr virus ZTA | P03206 | ZTA-DNA binding, fluorescence polarization | inhibition, % at 11 µM | actives 0.15% (n = 320,000) | AID 2234; in the data active = inhibition above about 33%
# Target sequence (P03206 whole entry, looked up): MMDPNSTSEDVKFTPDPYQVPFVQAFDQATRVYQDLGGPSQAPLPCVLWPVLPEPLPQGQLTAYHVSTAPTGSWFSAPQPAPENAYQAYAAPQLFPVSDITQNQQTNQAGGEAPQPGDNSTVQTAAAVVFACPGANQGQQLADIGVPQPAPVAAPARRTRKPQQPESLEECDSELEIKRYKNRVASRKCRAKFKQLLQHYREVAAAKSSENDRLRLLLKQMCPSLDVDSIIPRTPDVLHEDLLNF
# TPT1 inhibitor: C. albicans TPT1 enzyme inhibition; actives 0.81% (n = 300,000); recombinant caTPT1, FP RNA substrate dephosphorylation; inhibition, % at 5 µM;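 active = inhibition above the mean of all tested compounds plus 3 SD, set per screening campaign, cut at about 24% in these data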;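 note: plate controls were DMSO alone for no effect and ferristatin control at 100 nM for full effect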
# Starred values were filed as active, the others as inactive; . = no result given. Not all compounds are listed; the hit share may differ from the screen's.
SMILES,Fh CTSL1 inh,core dimer inh,PREPL inhibitor,PP5 primary,PP1 inh,Efflux pump mplx,EBNA-1 inhibitor,ZTA counter,TPT1 inhibitor
Cc1ccc2c(c1)C(=O)CC1(CCC(C(C)(C)C)CC1)O2 (stereo not given),2,5,6,2.1,4,0.0,-6,0,-1
Cc1ccc(S(=O)(=O)N2[C@@H](c3ccc(Cl)cc3)C(C(=O)O)=CC[C@H]2c2ccc3c(c2)OCO3)cc1,-1,15,11,2.5,8,-0.1,11,-14,-5
Cc1[nH]nc(Nc2ccc(O)cc2)c1[N+](=O)[O-],4,-7,18,4.7,-1,-0.3,-5,-13,-8
Clc1ccc(SCCCCn2ccnc2)cc1,-1,-3,12,1.8,0,0.0,-2,-25,1
Cn1c(SCC(=O)N2CCOCC2)nc2cccnc21,1,-3,-5,-2.0,2,-0.1,11,14,0
COc1ccc(NC(=O)CN2C(=O)C(c3ccccc3)=NC23CCCCCC3)cc1OC,-1,0,5,3.0,3,-0.2,-2,-10,-3
COC(=O)C1CCN(C(=O)COC(=O)CC(NC(C)=O)c2ccccc2)CC1 (stereo not given),-2,-1,10,1.8,7,-0.1,2,1,-2
O=C(NC(=S)NCCSc1ccccc1)c1cccnc1,-2,1,8,-0.9,0,-0.1,-4,-10,-2
Cc1ccc(NC(=O)CCn2nc([N+](=O)[O-])cc2C)nc1,0,7,-5,1.2,-3,0.2,-9,1,5
COc1cccc2c(=O)n(CC(=O)Nc3ccc(F)cc3F)ccc12,0,-1,10,2.5,1,-0.3,8,-21,-3
Cc1cccc(NC(=O)C2CC(=O)NC(Nc3nc4ccccc4s3)=N2)c1 (stereo not given),-2,-6,-5,2.1,-1,-0.1,-7,-3,3
O=C(CSc1nnc(CNC(=O)c2cccc(C(F)(F)F)c2)o1)NC1CCCCC1,-2,12,-4,3.1,0,-0.2,16,19,0
CCNC(=O)COc1ccc2ccccc2c1,-1,-3,-10,1.4,-3,0.1,-9,-8,3
Cc1noc(C)c1-c1ccc2ncnc(NC(C)c3ccco3)c2c1 (stereo not given),.,.,12,1.2,1,0.1,.,-5,.
Cn1cc(/C=C2\SC(=O)NC2=S)c2ccccc21,5,-5,16,-1.1,1,0.2,-4,5,-3
CN(CC(=O)Nc1ccc(OC(F)(F)F)cc1)C(=O)Cn1c(=O)cnc2ccccc21,.,.,-6,2.4,-1,-0.1,.,5,.
CC(C)NC(=S)NN=C1CCC(c2ccccc2)CC1 (stereo not given),1,5,10,2.6,5,-0.1,-9,12,-3
CC1=C(/C=C/C(C)=N\NC(=O)c2ccncc2)C(C)(C)CCC1,0,-5,-1,2.4,1,-0.1,-2,1,-1
Cc1ccc(C2(c3ccccc3)NC(=O)N(CC(=O)NC3(C#N)CCCC3)C2=O)cc1C (stereo not given),.,.,-16,1.1,-4,-0.1,.,1,.
COc1cc(CN(CCN(C)C)Cc2ccccc2)ccc1OCc1ccccc1,5,-2,-10,-0.9,0,0.0,1,24,0
COc1cccc(C(=O)Nc2ccccc2C(=O)NC2CC2)c1,0,-8,8,-0.4,-2,-0.1,-2,-11,-5
Cc1cccc(N(C(=O)CCC(=O)Nc2cccnc2)C(C(=O)NC2CCCC2)c2ccncc2)c1 (stereo not given),1,-5,0,2.0,-4,0.1,0,8,-3
O=C(N/N=C/c1ccc2c(c1)OCO2)c1sc2cccc(Cl)c2c1Cl,-1,26,5,-0.6,-3,0.0,24,10,-3
c1ccc(-c2cnnc(-c3ccccn3)n2)cc1,0,-3,5,1.2,3,-0.3,6,-14,-1
Cn1nnc2cc(C(=O)Nc3cccnc3)ccc21,-3,-2,-3,1.8,-5,0.1,-1,5,-2
Cc1ccc(-n2nnnc2SCC(=O)Nc2nc(-c3ccc(F)cc3)cs2)cc1C,-1,19,-10,1.1,12,-0.1,16,1,3
COc1ccc(CC(=O)NC(CC(=O)O)c2ccc(OC)cc2)cc1 (stereo not given),2,5,12,-0.8,2,-0.2,1,-12,-11
COCCn1nnnc1C(C(C)C)N1CCSCC1 (stereo not given),0,-7,-3,0.4,-2,0.0,3,5,-3
CSc1sc(C(=O)NNC(=O)c2ccc(Cl)cc2)c2c1C=CCC2,0,15,-1,-2.6,8,0.0,2,-4,6
O=c1[nH]c2cccnc2n1Cc1ccco1,3,0,6,-2.5,-1,0.1,8,4,4

# The list goes on, overlapping the part above by four compounds.
SMILES,Fh CTSL1 inh,core dimer inh,PREPL inhibitor,PP5 primary,PP1 inh,Efflux pump mplx,EBNA-1 inhibitor,ZTA counter,TPT1 inhibitor
COc1ccc(CC(=O)NC(CC(=O)O)c2ccc(OC)cc2)cc1 (stereo not given),2,5,12,-0.8,2,-0.2,1,-12,-11
COCCn1nnnc1C(C(C)C)N1CCSCC1 (stereo not given),0,-7,-3,0.4,-2,0.0,3,5,-3
CSc1sc(C(=O)NNC(=O)c2ccc(Cl)cc2)c2c1C=CCC2,0,15,-1,-2.6,8,0.0,2,-4,6
O=c1[nH]c2cccnc2n1Cc1ccco1,3,0,6,-2.5,-1,0.1,8,4,4
CN(c1ccccc1)S(=O)(=O)c1cccc(NC(=O)CSc2ncc(C(F)(F)F)cc2Cl)c1,2,8,-5,5.2,6,0.3,1,12,-2
Nc1nc(N)nc(-c2cc([N+](=O)[O-])ccc2O)n1,.,.,-6,-1.6,-2,-0.1,.,7,.
Cc1ccc2nc(NC(=O)COC(=O)c3ccc(Br)o3)sc2c1,-7,30,0,-0.9,2,-0.1,-2,-2,7
Cc1ccc(N2C(=O)c3sc4nnc(C)c(=O)n4c3C2=O)cc1,0,5,7,-3.9,1,-0.6,6,-2,1
CCc1ccc(OCC(=O)O/N=C(\N)c2ccncc2)c(Br)c1,-6,1,-9,1.1,-1,0.1,7,12,1
CC1CN(CC(=O)Nc2ccc(S(N)(=O)=O)cc2)CC(C)O1 (stereo not given),1,4,3,0.6,4,0.0,1,3,0
CCOC(=O)c1cccc(Nc2nc(C)cc(C)n2)c1,5,2,10,1.4,0,0.0,-1,3,-3
CC1CC(C)CN(c2nc3c(c(=O)n(C)c(=O)n3C)n2C)C1 (stereo not given),2,-7,16,1.1,0,0.0,3,2,-3
CCc1ccc2nc(SCC(=O)NCC3CCCO3)c(C#N)cc2c1 (stereo not given),-2,4,3,1.0,-1,0.0,3,8,1
CCN1C(=O)N(CC)C(O)(c2ccccc2)C1(O)c1ccccc1 (stereo not given),0,-3,3,4.2,-1,0.4,-7,7,1
O=C(O)CCCC(=O)Nc1ccc(Cl)cc1,0,-4,-4,0.2,0,-0.1,-1,1,-4
Cc1cc(C)n2ncc(C(=O)NC3CCCCC3)c2n1,5,-2,21,-1.2,-2,-0.1,2,9,-7
COc1cccc(CNCc2ccccc2Br)c1OC,-4,7,15,-1.3,-7,-0.3,-2,-7,-1
O=C(CN1CCOc2ccccc21)NCc1ccc(F)cc1,0,-3,5,-0.7,-2,-0.2,1,26,-4
Cn1c(C(=O)NC2CC2)cc(=O)n(C)c1=O,-2,-7,-5,0.7,-2,0.2,-2,-2,5
CCN1C/C(=N\S(=O)(=O)/N=C2\CN(CC)C(=O)N2CC)N(CC)C1=O,-1,-4,-2,-1.8,0,-0.1,1,3,-1
CCn1c(O)c2ccc(C(=O)N=NC(=O)c3cccnc3)cc2c1O,1,-2,18,2.4,-7,0.3,6,-8,-3
CCCCN(CCCC)c1nc2ccccc2nc1C(C#N)C(=O)NCCCOC (stereo not given),0,-1,0,7.1,-5,0.1,-16,5,8
Cc1ccc(NS(=O)(=O)c2cc(C(=O)N3CCN(C)CC3)ccc2C)cc1C,1,1,-2,2.8,-5,0.0,12,2,-4
Cc1ccc(C(=O)/C=C/N(C)C)o1,6,-1,-2,2.9,-2,-0.1,2,16,7
O=C(O)c1cc(-c2cc(C(=O)O)c3ccccc3n2)nc2ccccc12,-1,4,2,-0.8,-5,-0.1,-10,-10,0
N#C/C(=C\c1ccc(OCc2ccc(C(=O)O)cc2)cc1)C(=O)N1CCOCC1,2,7,-1,-0.2,-2,0.1,-6,4,1
COc1ccc(NC(=O)NS(=O)(=O)c2ccc(C)cc2)c(OC)c1,2,-5,31,-1.4,-4,0.1,-11,-14,-2
CCN(Cc1ccncc1)C(=O)c1cc(COc2ccc(OC)cc2Cl)on1,-1,-1,-5,5.5,-1,-0.2,7,14,1
O=C(NNC(=O)c1ccccc1-c1ccccc1C(=O)O)c1ccccc1,-1,2,4,4.1,-2,0.0,2,0,0
Cc1ccc(Cn2c(=N)c(C(=O)NCC3CCCO3)cc3c(=O)n4cccc(C)c4nc32)cc1 (stereo not given),3,16,3,-0.3,-1,-0.3,-2,17,3
O=C(NC(CC1CCCCC1)C(=O)O)c1ccccc1 (stereo not given),.,.,13,-1.9,-1,0.5,.,-2,.
CC(=O)NC(CC(=O)OCC(=O)Nc1ccc2c(c1)OCO2)c1ccccc1 (stereo not given),-4,6,3,-0.9,-3,-0.2,0,3,-2
O=S(=O)(Nc1ccc(-c2ccc3nncn3n2)cc1)c1cccc(F)c1,2,-4,3,3.2,-9,0.4,-6,1,1
Cc1ccccc1C(OCCN(C)C)C1CCCCC1 (stereo not given),-1,0,6,2.1,-1,0.5,-8,-3,-1
Cc1nc(SCC(=O)N2CCOCC2)c2c(C)c(C)sc2n1,1,2,6,1.5,1,0.0,5,10,-3
Cc1ccc(C(=O)NC(=S)Nc2ccc3[nH]c(=O)[nH]c3c2)c(C)c1,-1,10,9,0.9,0,0.0,12,4,-1
Cc1ccc(NC(=O)C2CSC3(C)CCC(=O)N23)cc1S(=O)(=O)N1CCOCC1 (stereo not given),.,.,16,2.1,1,-0.3,.,-18,.
CN(C)c1cccc(C(=O)OCC(=O)Nc2nccs2)c1,-2,27,14,1.7,2,0.1,8,3,5
N#C/C=C/N1CCN(Cc2ccc3c(c2)OCO3)CC1,-1,-1,1,1.8,1,0.2,-5,-12,-3
Cc1ccc(C(=O)NN2CCOCC2)cc1,-2,-1,1,-1.4,1,-0.1,-1,-4,2
CCn1c(CCNC(=O)c2ccc(OC)cc2)nnc1SCC(=O)Nc1ccccc1F,-7,4,16,1.4,-8,-0.2,-3,-1,1
CSc1cccc(NC(=O)Cn2cccc2)c1,-1,3,5,-0.5,-3,-0.2,5,11,0
COc1ccc(Cl)cc1C(=O)NCc1cn(C)nc1C,-1,-3,-9,1.1,-1,0.1,3,-3,-3
O=C(O)c1c[nH]c(=S)n1-c1ccc(F)cc1,1,-5,-7,3.5,-2,0.1,-27,-2,2
Cc1ccc(Sc2ncccc2C(N)=O)cc1,0,-4,16,-0.2,-1,0.0,-4,3,0
Cc1onc(-c2c(F)cccc2Cl)c1-c1nnc(-c2cccc3ccccc23)o1,0,-5,-4,0.4,-2,0.3,4,-5,-3
O=C(NCc1ccccc1CN1CCCC1)c1ccc(Cl)c(N2CCCC2=O)c1,.,.,17,-1.4,-4,0.0,.,3,.
C/C(=N/NC(=O)CNC(=O)COc1ccccc1)c1ccc(Cl)cc1,-2,5,-1,-0.8,-1,-0.1,6,-5,-1
CN(C)S(=O)(=O)c1ccc(N2CCCC2)c(C(=O)NCC2COc3ccccc3O2)c1 (stereo not given),3,2,33,2.9,-4,0.0,0,2,-2
CCc1cccc(CC)c1NC(=S)NCC(c1cccnc1)N1CCOCC1 (stereo not given),-7,-10,9,1.2,-14,0.6,-5,11,5
Cc1cccc(C)c1OCc1nc2ccccc2c(=O)n1/N=C/c1c[nH]c2ccccc12,-6,10,3,1.3,8,0.1,-10,6,-1
O=C(Cn1nnc2ccccc21)N/N=C\C=C\c1ccccc1,1,-4,-11,1.9,-1,0.0,-16,0,1

# Screening data deposited in PubChem BioAssay by several laboratories.
